# High-throughput results as filed in PubChem BioAssay.
# ALOX12 inh = blocks human arachidonate 12S-lipoxygenase. Potency, µM (highest dose often 108 µM), without a hit: at the highest dose activity change, negative = inhibition, usual class: inhibitors. P18054. purified 12hLO, xylenol orange hydroperoxide absorbance. 580,000 compounds, 1.1% hits; further: on the % scale 0 is the no-effect control and ±100 the full control effect
# Target sequence (P18054 whole entry, looked up): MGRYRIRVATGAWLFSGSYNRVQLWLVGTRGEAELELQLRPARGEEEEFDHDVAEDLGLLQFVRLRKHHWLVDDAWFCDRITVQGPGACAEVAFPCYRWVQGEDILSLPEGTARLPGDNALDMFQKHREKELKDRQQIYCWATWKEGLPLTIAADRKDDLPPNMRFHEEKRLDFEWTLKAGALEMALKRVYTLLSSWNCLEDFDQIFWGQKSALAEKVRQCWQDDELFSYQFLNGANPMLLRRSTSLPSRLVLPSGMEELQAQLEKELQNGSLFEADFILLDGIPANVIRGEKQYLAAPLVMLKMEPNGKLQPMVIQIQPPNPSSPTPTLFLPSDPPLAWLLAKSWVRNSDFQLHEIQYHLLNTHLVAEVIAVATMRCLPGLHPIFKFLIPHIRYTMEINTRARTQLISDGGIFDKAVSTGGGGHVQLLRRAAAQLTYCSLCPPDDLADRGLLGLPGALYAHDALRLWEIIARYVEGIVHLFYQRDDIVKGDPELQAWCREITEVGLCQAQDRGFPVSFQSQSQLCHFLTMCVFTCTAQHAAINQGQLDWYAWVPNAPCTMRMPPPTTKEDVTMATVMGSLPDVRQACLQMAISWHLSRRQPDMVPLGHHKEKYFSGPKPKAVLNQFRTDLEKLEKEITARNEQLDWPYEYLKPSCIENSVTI
#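 Purified human 12hLO at 150 nM in 25 mM Hepes, 0.01% Triton X-100, pH 7.0, preincubated 15 min at room temperature with compound. Reaction started with 40 uM arachidonic acid, 30 min at room temperature. Hydroperoxide measured by Fe-xylenol orange, 573/405 nm absorbance ratio.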
# TrxR1 substrate = rat thioredoxin reductase 1 substrate activity. O89049. purified TrxR1 substrate turnover, NADPH consumption readout. Potency, µM (titrated, usually from 114 µM), for inactives: top-dose activity change, negative = substrate turnover. 390,000 compounds, 0.01% hits. AID 588456; further: on the % scale 0 is the no-effect control and ±100 the full control effect; nearly all actives have a fitted effect of over 50% in size
#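 Rat TrxR1, dispensed at 90 nM, was prereduced with 400 uM NADPH (final) for 5 min at ~22 deg C, then incubated with compound 15 min before 400 uM selenite. A first-read NADPH fluorescence drop versus no-compound background flagged substrates.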
# mIDH1 inhibitor = inhibitors of human mutant IDH1 R132H. O75874. IDH1-R132H enzyme, NADPH consumption, diaphorase/resazurin fluorescence. Potency, µM (top dose mostly 76.6 µM), without a hit: at the top dose activity change, negative = inhibition, usual class: inhibitors. 390,000 compounds, 0.093% hits; further: on the % scale 0 is the no-effect control and ±100 the full control effect; nearly all actives have a fitted effect of over 65% in size
# Target sequence (O75874 whole entry R132H, stated change not applied): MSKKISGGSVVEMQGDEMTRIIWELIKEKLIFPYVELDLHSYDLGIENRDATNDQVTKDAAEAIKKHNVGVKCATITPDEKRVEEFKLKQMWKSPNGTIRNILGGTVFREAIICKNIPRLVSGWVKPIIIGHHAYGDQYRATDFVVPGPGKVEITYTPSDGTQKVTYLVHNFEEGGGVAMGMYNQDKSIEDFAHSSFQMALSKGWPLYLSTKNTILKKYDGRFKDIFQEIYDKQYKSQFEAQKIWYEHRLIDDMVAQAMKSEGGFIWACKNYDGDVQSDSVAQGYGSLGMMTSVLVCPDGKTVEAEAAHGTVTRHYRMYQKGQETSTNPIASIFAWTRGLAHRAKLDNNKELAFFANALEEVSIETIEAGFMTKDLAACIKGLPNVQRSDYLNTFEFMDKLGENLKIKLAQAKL
#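 IDH1-R132H (0.5 ug/mL) preincubated 30 min with compound, then NADPH (0.016 mM) and alpha-KG (2 mM) added; 80 min at RT, pH 7.5. Remaining NADPH coupled via diaphorase/resazurin to fluorescence (540/590 nm); concentration-response curves normalized to no-enzyme control.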
# Vif-APOBEC3G blk = Vif-A3G binding inhibition | Potency, µM (top dose mostly 46.1 µM), without a hit: top-dose activity, negative = active, actives largely listed as inhibitors | HeLa A3G-eYFP + Vif (tagged APOBEC3G with the HIV-1 protein that degrades it), YFP fluorescence, overnight | 410,000 compounds, 0.076% hits;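 further: on the % scale 0 is the no-effect control and ±100 the full control effect; nearly all actives have a fitted effect of over 60% in size; hits raise eYFP signal because A3G escapes Vif-driven loss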
#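 Read-out is eYFP fluorescence (Ex 488/Em 500-530) from Vif-expressing HeLa A3G-eYFP cells; more signal means A3G escaped Vif-mediated degradation. Cells plated overnight, compound pinned in, incubated overnight at 37 deg C.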
# Vif-A3F inh = inhibitors of Vif-A3F interaction; HeLa A3F-eYFP + Vif (tagged APOBEC3F with the HIV-1 protein that degrades it), YFP fluorescence increase; Potency, µM (doses to about 46.1 µM), without a hit: at the highest dose activity, negative = active; 390,000 compounds, 0.2% hits; further: % of control where 0% means no effect; nearly all actives have a fitted effect of over 65% in size
#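 HeLa cells stably expressing A3F-eYFP plus Vif, plated and incubated overnight at 37 deg C, then exposed to compounds overnight at 37 deg C. Blocked degradation read as raised yellow fluorescence (Ex 488/Em 500-530).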
# RGS4 inhibitor = inhibitors of human regulator of G protein signaling 4; P49798; Potency, µM (doses to about 114 µM), inactives show at the top dose activity change, negative = inhibition, usual class: inhibitors; Transcreener GDP fluorescence polarization, RGS4-accelerated GTP hydrolysis; 390,000 compounds, 0.039% hits; further: on the % scale 0 is the no-effect control and ±100 the full control effect; nearly all actives have a fitted effect of over 75% in size; some results filed as inactive show a strong effect at the top dose
#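 MLSMR compounds (23 nl, pin-transferred) preincubated 10 min at room temperature with a 500nM (2x) first reagent, then RGS4 at 900nM (2x) plus Transcreener GDP mix added; fluorescence polarization (620/688 nm) read before and after 90 min at 30 °C.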
# USP1 inh = inhibitors of human USP1/UAF1 deubiquitinase | O94782 | 390,000 compounds, 0.23% hits | Potency, µM (top dose mostly 57.1 µM), for the others: top-dose activity change, negative = inhibition, hits mostly inhibitors | recombinant USP1/UAF1, Ub-Rhodamine cleavage fluorescence; further: on the % scale 0 is the no-effect control and ±100 the full control effect; nearly all actives have a fitted effect of over 60% in size; inactives centre near -12
#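 Step one: compound is pinned into 1nM USP1/UAF1 in HEPES pH 7.8 buffer with TCEP. Step two: 15 min room-temperature incubation. Step three: Ub-Rho (150nM final) starts cleavage, tracked by fluorescence over six one-minute reads.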
# TrxR1 inh = blocks rat thioredoxin reductase 1; O89049; recombinant rTrxR1, NADPH fluorescence consumption, selenite substrate; Potency, µM (series often up to 114 µM), for inactives: at the highest dose activity change, negative = inhibition, usual class: inhibitors; 390,000 compounds, 1% hits; further: on the % scale 0 is the no-effect control and ±100 the full control effect; nearly all actives have a fitted effect of over 65% in size
#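 Rat TrxR1 (90 nM in the dispensed reagent) was pre-reduced with 400 uM NADPH for 5 min at room temperature, then incubated with compound for 15 min. After 400 uM selenite was added, NADPH fluorescence (Ex 340/Em 450 nm) was followed for 8 min.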
# RXFP1 ag = RXFP1 (human) receptor agonism | Q9HBX9 | HEK293T-RXFP1 cAMP TR-FRET, 30 min; response scale: percent of porcine relaxin response, buffer zero | Potency, µM (titrated, usually from 57.5 µM), without a hit: at the top dose activation, usual class: activators | 370,000 compounds, 0.3% hits | AID 2676; further: on the % scale 0 is the no-effect control and ±100 the full control effect; nearly all actives have a fitted effect of over 60% in size; many of its hits are not listed in these tables
#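 HEK293 cells stably expressing RXFP1, treated 30 min at 37C with compounds plus PDE4 inhibitor Ro 20174; cAMP measured by HTRF TR-FRET. Normalized to buffer and 29 nM porcine relaxin; EC50 by Hill fit.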
# Numbers without * were called inactive; i = inactive; ? = inconclusive; · = not tested or not shown; [ ] = remark or other dose. The call rests on the fitted dose curve; in most records, active means well fitted curve in the direction sought with a large enough effect; inconclusive means small, poorly fitted or top-dose-only effect, or another doubt; inactive means no such curve, though single readings can be large; an effect the other way counts as inactive or inconclusive. Potency means the concentration at half of the fitted maximal effect. These rows are one share of the data; the hit share may differ from the screen's.
SMILES	ALOX12 inh	TrxR1 substrate	mIDH1 inhibitor	Vif-APOBEC3G blk	Vif-A3F inh	RGS4 inhibitor	USP1 inh	TrxR1 inh	RXFP1 ag
Nc1cccc2cccc([N+](=O)[O-])c12	-10%	-9%	5%	-9%	1%	-30%	5%	-5%	·
C=CCNC(=O)c1cnc(-c2ccccc2)nc1-c1ccccc1	0%	9%[57.1 µM]	4%	1%	5%	-4%	-11%	1%[57.1 µM]	1.3%
COC(=O)COc1cc2ccccc2cc1C(=O)Nc1ccccc1	-6%	11%	-1%	0%	-4%	0%	-28%	43%[activator]	0.9%
COc1ccc(/C=C\C(=O)NC2CC(=O)N(c3ccccc3)C2)cc1OC (stereo not given)	-19%	2%[57.1 µM]	-14%	2%	-2%	-2%	15%	3%[57.1 µM]	1.4%
CCOC(=O)c1ccc(NC(=O)C2(c3ccc(OC)cc3)CCOCC2)cc1	15%	-9%	-1%	-2%	3%	36%	-17%	1%	2.0%
Cc1cc(NC(=O)c2ccccc2)n(C(C)(C)C)n1	0%	-6%	-2%	6%	9%	9%	-4%	-1%	1.4%
CSCCC(NC(=O)c1ccccc1Cl)C(=O)NCC(c1ccc(F)cc1)N1CCOCC1 (stereo not given)	366%[activator]	0%	-5%	0%	4%	-10%	-22%	18%	·
COc1cc(OC)c(C#N)c(S(=O)(=O)Cc2ccccc2)c1	45%[activator]	10%[57.1 µM]	12%	3%	5%	-9%	-13%	10%[57.1 µM]	3.5%
COc1ccc(OC)c(NC(=O)N[C@H](Cc2ccccc2)C(=O)NN)c1	0%	9%[2.29 µM]	2%	0%	-8%	4%	0%	19%[57.1 µM]	-0.7%
O=[N+]([O-])c1cccc(S(=O)(=O)NCCCN2CCOCC2)c1	-1%	6%	-1%	-1%	-4%	2%	-17%	8%	3.8%
CCCC(=O)Nc1nc2ccc(S(=O)(=O)N3CCCCC3)cc2s1	0%	5%	-6%	?	2%	-14%	-18%	11%	-1.4%
COc1ccc(C2C(C(=O)N3CCOCC3)=C(C)NC3=C2C(=O)CC(C)(C)C3)cc1O (stereo not given)	15%	-3%	-2%	6%	-2%	2%	-10%	-11%	0.1%
Cc1ccc(S(=O)(=O)N2CCN(C(=O)C(C)Cn3cncn3)CC2)cc1 (stereo not given)	-8%	5%[57.1 µM]	3%	0%	13%	34%	-6%	27%[57.1 µM]	-3.7%
COc1ccc(CN2C(=O)c3ccccc3C2=O)cc1	-15%	-10%	-2%	1%	-2%	7%	7%	5%	0.9%
O=C(CN1C(=O)C2C3C=CC(C3)C2C1=O)OCC(=O)c1ccc([N+](=O)[O-])cc1 (stereo not given)	-16%	0%	5%	0%	-14%	8%	-8%	5%	-0.2%
O=C(COc1ccc2c(c1)OCO2)Nc1ccccc1C(F)(F)F	-4%	-9%	0%	-10%	8%	-1%	-27%	-6%	2.1%
O=C(NC1CCCCCCC1)C1CCN(c2nc3ccccc3o2)CC1	-29%	-9%	1%	3%	-7%	12%	-4%	10%	0.1%
CCCCNC(=O)c1ccc(C)c(NC(=O)C2=C(C)OCCS2)c1	13%	0%	4%	-1%	9%	19%	-24%	7%	-1.4%
CCc1ccccc1NC(=O)CNC(=O)CCC(=O)c1cc(C)sc1C	-18%	·	10%	0%	-2%	·	1%	·	·
CCCOc1cccc(C2/C(=C(/O)c3ccc(OC)cc3)C(=O)C(=O)N2CCN(C)C)c1 (stereo not given)	?	-11%	0%	0%	-8%	33%	-13%	-23%	9.6%
CCCCN(C(=O)C1CCN(C(=O)c2ccccc2C)CC1)c1c(N)n(CCCC)c(=O)[nH]c1=O	-2%	-8%	6%	1%	4%	-12%	-2%	-21%	1.0%
O=S1(=O)N=C2CCCCCN2C(c2ccc(Cl)cc2)N1 (stereo not given)	i	-1%[57.1 µM]	0%	-3%	0%	3%	-13%	-1%[57.1 µM]	-1.5%
CC(C)NC(=O)C1CCN(C(=O)N2CC(C)Oc3ccccc32)CC1 (stereo not given)	-3%	2%	-13%	3%	0%	2%	-20%	16%	0.7%
CCSc1nnc(NC(=O)CSc2nccn2-c2cccc(C)c2)s1	-22%	5%[57.1 µM]	-3%	3%	4%	6%	-19%	5%[57.1 µM]	1.0%
O=C(NC1CC2CCCC(C1)N2Cc1ccccc1)c1cccc(F)c1 (stereo not given)	9%	-3%	-2%	0%	-7%	40%	-5%	9%	-0.7%
Cc1ccc(C)c(OCC(=O)Nc2nonc2NC(=O)COc2cc(C)ccc2C)c1	-10%	-12%	5%	-14%	1%	-23%	-14%	-13%	1.1%
Nc1cccc2c1C(=O)N(c1ccccc1)C2=O	0%	13%	0%	0%	0%	4%	?	21%	·
CS(=O)(=O)NCCSCc1c(Cl)cccc1Cl	9%	-5%	1%	1%	-4%	30%	-12%	-7%	-0.8%
CN(C)Cc1cccc([N+](=O)[O-])c1O	?	-9%	5%	-1%	3%	1%[11.4 µM]	-12%	3%	2.9%
Cc1cccc(NC(=S)NC2CC3CCCC(C2)N3Cc2cccs2)c1 (stereo not given)	?	-9%	1%	5%	5%	9%	11%	-27%	1.9%
CCSC1=C(C#N)C2(CCCC2)C(C#N)=C(N)N1	-2%	4%[57.1 µM]	-10%	1%	-4%	-54%[11.4 µM]	-9%	?	1.5%
COc1ccc(-c2cc(C(=O)Oc3ccccc3)c3cc(C)ccc3n2)cc1	-22%	69%[activator]	8%	-16%	3%	7%	-7%	40%	6.4%
COc1ccccc1NC(=O)C1=C(C)Nc2nc(SCc3ccc(Cl)cc3)nn2C1c1ccccc1Cl (stereo not given)	-12%	1%	-7%	-4%	8%	5%	-18%	11%	-2.8%
CCOC(=O)c1[nH]cnc1C(=O)Nc1ccccn1	3%	-5%	2%	-8%	1%	-19%	-6%	14%	13%
O=C(Cc1ccccc1[N+](=O)[O-])OCC(=O)c1c[nH]c2ccccc12	-26%	-12%	4%	1%	5%	8%	-18%	-12%	-0.8%
CCOC(=O)c1ccccc1NC(=O)c1ccc2c(Cl)c3c(nc2c1)CCC3	1%	-2%	8%	0%	8%	5%	-12%	11%	-1.3%
COc1ccccc1NC(=O)CC1C(=O)NCCN1C(=O)Nc1ccc(Cl)c(Cl)c1 (stereo not given)	?	23%[57.1 µM]	11%	-20%	0%	-1%	-13%	24%[57.1 µM]	0.9%
Nc1nnnn1/N=C/C(Br)=C/c1ccccc1	-25%	5%	2%	-25%	-9%	-21%	-6%	18%	-0.3%
COc1ccc(S(=O)(=O)NCc2ccncc2)cc1NC(=O)c1ccccc1F	-21%	3%	-4%	-7%	-1%	-34%	-13%	11%	-0.6%
COc1cccc(CNC(=O)c2cccc(N3CCCS3(=O)=O)c2)c1	-19%	-1%[57.1 µM]	11%	-1%	0%	-21%	-21%	9%[57.1 µM]	-2.2%
Cc1ccc(/C=C2\Oc3cc(OC(=O)N4CCOCC4)ccc3C2=O)cc1	10%	15%[57.1 µM]	-2%	1%	-9%	-26%	-8%	8%[57.1 µM]	6.7%

# Another view of part of the listing above:
# Screens in order – ALOX12 inh	TrxR1 substrate	mIDH1 inhibitor	Vif-APOBEC3G blk	Vif-A3F inh	RGS4 inhibitor	USP1 inh	TrxR1 inh	RXFP1 ag
> CCOC(=O)c1[nH]cnc1C(=O)Nc1ccccn1
  3%	-5%	2%	-8%	1%	-19%	-6%	14%	13%
> O=C(Cc1ccccc1[N+](=O)[O-])OCC(=O)c1c[nH]c2ccccc12
  -26%	-12%	4%	1%	5%	8%	-18%	-12%	-0.8%
> CCOC(=O)c1ccccc1NC(=O)c1ccc2c(Cl)c3c(nc2c1)CCC3
  1%	-2%	8%	0%	8%	5%	-12%	11%	-1.3%
> COc1ccccc1NC(=O)CC1C(=O)NCCN1C(=O)Nc1ccc(Cl)c(Cl)c1 (stereo not given)
  ?	23%[57.1 µM]	11%	-20%	0%	-1%	-13%	24%[57.1 µM]	0.9%
> Nc1nnnn1/N=C/C(Br)=C/c1ccccc1
  -25%	5%	2%	-25%	-9%	-21%	-6%	18%	-0.3%
> COc1ccc(S(=O)(=O)NCc2ccncc2)cc1NC(=O)c1ccccc1F
  -21%	3%	-4%	-7%	-1%	-34%	-13%	11%	-0.6%
> COc1cccc(CNC(=O)c2cccc(N3CCCS3(=O)=O)c2)c1
  -19%	-1%[57.1 µM]	11%	-1%	0%	-21%	-21%	9%[57.1 µM]	-2.2%
> Cc1ccc(/C=C2\Oc3cc(OC(=O)N4CCOCC4)ccc3C2=O)cc1
  10%	15%[57.1 µM]	-2%	1%	-9%	-26%	-8%	8%[57.1 µM]	6.7%
